# SENP6 block: SENP6 protease inhibitors, primary screen, biochemical, luminescence, uHTS; AID 2599, 2010; Sentrin-specific protease 6 (Homo sapiens), Q9GZR1; Recombinant SENP6 catalytic domain, aminoluciferin luminescence; hit rate 1.8% among 330,000; inhibition, % at 10 µM;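 active means inhibition above about 50% at the single tested dose, limit read from the data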;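 further: plate controls were DMSO wells with enzyme for no effect and DMSO wells lacking enzyme for full effect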
# Target sequence (Q9GZR1 628-1112 limits assumed): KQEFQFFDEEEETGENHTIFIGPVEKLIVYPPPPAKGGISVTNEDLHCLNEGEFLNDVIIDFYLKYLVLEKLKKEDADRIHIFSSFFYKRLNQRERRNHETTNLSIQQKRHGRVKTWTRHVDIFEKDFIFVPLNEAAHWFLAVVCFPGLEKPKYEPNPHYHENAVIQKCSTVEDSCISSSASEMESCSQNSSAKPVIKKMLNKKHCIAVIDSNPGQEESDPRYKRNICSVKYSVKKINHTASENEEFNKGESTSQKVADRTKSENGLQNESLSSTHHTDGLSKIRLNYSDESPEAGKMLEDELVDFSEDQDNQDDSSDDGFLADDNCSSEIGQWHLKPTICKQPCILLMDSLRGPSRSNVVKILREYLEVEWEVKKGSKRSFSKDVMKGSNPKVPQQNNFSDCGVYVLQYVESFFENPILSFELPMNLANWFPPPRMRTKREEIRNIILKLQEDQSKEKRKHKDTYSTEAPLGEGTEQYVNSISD
# PfG6PD inh: PfG6PD enzyme inhibitors, primary screen, biochemical, fluorescence intensity, uHTS. glucose-6-phosphate dehydrogenase-6-phosphogluconolactonase (Plasmodium falciparum 3D7). PfGluPho enzyme, NADPH resazurin-diaphorase fluorescence. inhibition, % at 20 µM. hit rate 0.78% among 350,000. AID 504690, 2011;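 active means inhibition reaching at least a set limit at 20 µM in the primary screen, cut at about 59% in these data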;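 further: 0% = DMSO wells with substrate and 100% = DMSO wells lacking glucose-6-phosphate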
# GRIN3A LBD mod: binders of NR3A ligand-binding domain, primary screen, biophysical, differential scanning fluorimetry, uHTS. hit rate 2.5% among 340,000. Glutamate receptor ionotropic, NMDA 3A (GRIN3A) ligand-binding domain. NR3A LBD differential scanning fluorimetry, Tm shift; 0% = protein alone, 100% = glycine-bound protein. Tm shift relative to glycine control, % at 25 µM;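 active means melting temperature shift of at least 10% of the positive control shift, at one fixed dose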
# MPTP inh: mitochondrial permeability transition pore inhibitors, primary screen, biochemical, isolated mouse mitochondria, absorbance; hit rate 1.4% among 360,000; Ca2+ swelling absorbance, 30 min; inhibition, % at 10 µM;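 active means inhibition of 50% or more, scaled per plate between neutral and stimulator controls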;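 further: 0% = DMSO wells given calcium and 100% = 1 mM EGTA wells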
# ATG4B inh: ATG4B protease inhibitors, primary screen, biochemical, fluorescence, uHTS; ATG4B cleavage of LC3-PLA2, NBD-HPC fluorescence, 1 h; hit rate 0.51% among 340,000; inhibition, % at 8.33 µM; in the data active means inhibition above about 40%
# SENP8 block: human SENP8 protease inhibitors, primary screen, biochemical, fluorescence, Nedd8 protein substrate, uHTS. Sentrin-specific protease 8 (Homo sapiens), Q96LD8. recombinant SENP8. inhibition, % at 20 µM. hit rate 0.64% among 360,000. AID 602440, 2012; in the data active means inhibition mostly above about 40%, no sharp cut-off; inactive means mostly below about 27%
# SENP1 FRET inh: human SENP1 catalytic domain inhibitors, primary screen, biochemical, FRET, uHTS; Sentrin-specific protease 1 (Homo sapiens), Q9P0U3; recombinant SENP1 catalytic domain, CyPet-SUMO1-YPet FRET cleavage; inhibition, % at 10 µM; hit rate 0.21% among 360,000;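 active means inhibition at least 30% at 10 µM, raw YFP signal under a set limit, fluorescence ratio 0.5 to 1.5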;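 further: 0% = enzyme with DMSO and 100% = no enzyme wells; some results filed as inactive read as strong as hits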
#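 Material – human SENP1 catalytic domain · Input – SENP1 enzyme, 20 pM final · Compound dosing – single concentration of 10 µM compound, 0.5% DMSO final · Timing – enzyme reaction for 50 min at room temperature, dark · Measured by – FRET fluorescence in CFP and YFP emission channels · Control set – no-enzyme wells low, DMSO-plus-enzyme wells high control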
# hIAP act: human IAP activators, primary screen, biochemical, luminescence, uHTS. purified human IAP, CDP-Star luminescence, 30 min; active compounds read high; 1 = vehicle-only enzyme, 0 = enzyme-free background. hit rate 0.16% among 330,000. Intestinal-type alkaline phosphatase (Homo sapiens), P09923. activation factor at 10 µM;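 active means activation factor of the enzyme at least 2-fold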; further: the source names both 10 and 20 µM as test concentration; values of inactives mirror those of a sister screen read the other way
# Target sequence (P09923 whole entry, looked up): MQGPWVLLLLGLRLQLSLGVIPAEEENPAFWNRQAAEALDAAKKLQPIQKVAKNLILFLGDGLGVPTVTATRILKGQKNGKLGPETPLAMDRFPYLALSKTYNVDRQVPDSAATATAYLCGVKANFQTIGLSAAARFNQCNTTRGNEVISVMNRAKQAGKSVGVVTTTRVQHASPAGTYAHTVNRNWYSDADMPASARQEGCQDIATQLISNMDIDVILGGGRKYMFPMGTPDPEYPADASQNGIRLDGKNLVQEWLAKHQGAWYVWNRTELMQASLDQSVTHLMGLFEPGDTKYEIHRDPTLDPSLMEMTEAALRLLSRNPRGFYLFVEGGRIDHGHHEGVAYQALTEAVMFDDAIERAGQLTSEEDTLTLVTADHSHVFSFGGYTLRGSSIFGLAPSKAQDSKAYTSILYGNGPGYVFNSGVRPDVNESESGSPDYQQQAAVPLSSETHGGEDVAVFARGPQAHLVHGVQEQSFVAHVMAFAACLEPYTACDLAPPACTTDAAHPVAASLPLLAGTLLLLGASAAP
# * = called active by the depositor; / = no result given.
SMILES,SENP6 block,PfG6PD inh,GRIN3A LBD mod,MPTP inh,ATG4B inh,SENP8 block,SENP1 FRET inh,hIAP act
O=C(CN1CCc2ccccc2C1)Nc1ccc(Br)cc1,2,9,1,6.4,6,16,1,1
COc1ccc(NS(=O)(=O)c2cc(NC(=O)Cc3n[nH]c(=O)c4ccccc34)ccc2OC)cc1,/,11,-1,0.8,-23,9,1,/
COc1cc(NC(=O)c2cccc3c2C(=O)N(Cc2cccnc2)C3)cc(OC)c1OC,-24,9,-4,-0.2,-3,-1,1,1.2
CCN1CCN(C(=O)/C=C/c2ccc(OC)cc2)CC1,10,-8,-5,0.2,3,-2,3,1.2
CCC(=O)Nc1cccc(NC(=O)COc2ccc(OC)cc2)c1,-12,-24,2,12,-5,11,0,1
CCCCS(=O)CC(CS(=O)CCCC)OC(=O)c1ccccc1 (configuration not stated),-12,-6,-2,-0.1,-3,27,1,1.1
Cc1cc(C)c2cc(CN(CC3CCCO3)S(=O)(=O)c3ccc4c(c3)OCCO4)c(=O)[nH]c2c1 (configuration not stated),-8,-13,-3,-0.9,-8,-270,-3,0.94
COc1cccc(C(=O)C2CCCN(Cc3cn[nH]c3C3CCCCC3)C2)c1 (configuration not stated),-8,4,1,0.2,-9,10,1,0.87
Oc1ccc(-c2cn3ccccc3n2)cc1O,-6,4,8,0.5,10,-144,2,0.51
O=C(Oc1ccc(Br)cc1C(=S)N1CCCC1)c1ccccc1Cl,-10,9,2,0.0,1,8,-2,0.8
Cc1ccc(-n2c(Cc3ccccc3)n[nH]c2=S)c(C)c1,10,29,-2,0.1,2,12,1,1.4
CN(C)c1cccc(C(=O)N2CCCC(C(=O)c3cc(F)ccc3F)C2)c1 (configuration not stated),3,2,0,-0.4,4,2,2,0.94
COc1ccc(C2(C(=O)Nc3ccc(C)cc3)CCOCC2)cc1,11,18,0,1.7,-2,4,3,0.96
Cc1cccc(OCC(=O)NCc2ccncc2)c1C,11,-14,0,-3.0,1,16,3,0.88
CCS(=O)(=O)c1nc(S(=O)(=O)c2ccc(Cl)cc2)c(N2CCN(C)CC2)s1,-8,-13,-1,-0.9,0,19,3,1
COc1ccc(NC(=O)C(=O)NCCCO)cc1Cl,-9,-10,-3,2.4,-4,7,2,1.1
O=C(CSCc1ccc(Cl)cc1)Nc1ccc(S(=O)(=O)N2CCCCCC2)cc1,5,12,-6,53*,-3,12,-1,1.2
O=C(CSc1nc(O)c(Cc2ccccc2)c(=O)n1-c1ccccc1)N1CCOCC1,6,2,1,-1.0,-3,14,1,1.2
Clc1ccc(-c2onc3c2CCCC3)cc1,-5,24,1,1.8,4,18,-5,1.2
CCCN(CC1CC1)C(=O)CCc1nnc(CCc2c[nH]c3ccccc23)o1,8,-12,2,2.3,2,5,1,1.3

# In the list so far, 2 contain bromine.
SMILES,SENP6 block,PfG6PD inh,GRIN3A LBD mod,MPTP inh,ATG4B inh,SENP8 block,SENP1 FRET inh,hIAP act
O=C(CN1CCc2ccccc2C1)Nc1ccc(Br)cc1,2,9,1,6.4,6,16,1,1
O=C(Oc1ccc(Br)cc1C(=S)N1CCCC1)c1ccccc1Cl,-10,9,2,0.0,1,8,-2,0.8

# New compounds follow:
SMILES,SENP6 block,PfG6PD inh,GRIN3A LBD mod,MPTP inh,ATG4B inh,SENP8 block,SENP1 FRET inh,hIAP act
CCC(C)C(=O)Nc1nnc(SCC(=O)Nc2ccccc2F)s1 (configuration not stated),-5,3,3,-0.5,-6,13,-1,0.9
Cc1ccc2sc(C)[n+](CCC(C)S(=O)(=O)[O-])c2c1 (configuration not stated),-12,-14,-1,-1.1,5,11,3,0.99
COc1ccc(/C=N/NC(=O)c2ccncc2)cc1CN1CCCc2ccccc21,-2,18,-9,0.2,-4,5,-2,1.1
CCC(=O)N(Cc1c(C)nn(-c2ccccc2)c1Cl)c1ccc(Cl)cc1,2,-19,-7,0.5,4,15,4,0.98
CS/C(N)=N/N=C/c1ccc([N+](=O)[O-])cc1,-10,-9,-1,0.4,-1,15,2,1.1
Cc1cc(S(=O)(=O)NCc2ccccc2)ccc1OCC(=O)N1CCCC1,2,-4,2,-1.2,6,10,1,0.9
Cc1ccccc1NC(=O)c1ccc(NC(=O)c2ccco2)cc1,9,8,0,-1.9,3,9,2,0.83
CCn1c(/C=C/Nc2ccccc2)[n+](CC)c2ccc(C(=O)OCC(F)(F)F)cc21,15,2,-2,2.7,3,-49,-67,1
CCOC(=O)c1[nH]c(C)c(CN(CCc2ccccc2)C(=O)CCC(=O)O)c1C,1,-11,0,4.9,-3,12,-1,1
CCCCCc1nnc(NC(=O)C2=COCCO2)s1,7,-15,0,-0.6,6,6,1,0.96
CCCC(CCC)C(=O)Nc1cccc(-c2cn3c(n2)SCC3)c1,-3,7,-2,-1.5,-6,12,-1,1.3
CCn1c(=O)n(CC)c2cc(S(=O)(=O)N3CCCCC3)c(C)cc21,-20,-3,-3,-2.2,1,12,-1,1.4
CC(C)c1ccc(S(=O)(=O)N2CCN(C(C)C(=O)Nc3ccccc3-c3ccccc3)CC2)cc1 (configuration not stated),-13,-4,-1,2.2,-8,8,0,0.95
CCCn1c(SCC(=O)NCc2ccccc2Cl)n[nH]c1=O,-16,-13,-2,0.1,3,5,4,1.1
CCOC(=O)C(NC(=O)Nc1ccccc1)(OCC)C(F)(F)F (configuration not stated),-17,-11,-7,0.1,4,16,2,0.82
COC(=O)c1cc(OC)c(OC)cc1NC(=S)N1CCN(c2ccccc2)CC1,-4,11,2,0.4,2,-37,1,0.93
COc1cc(/C=C/c2cc(C(=O)O)c3ccccc3n2)ccc1OC(F)F,4,5,1,-1.0,-5,-448,-7,1
CCOC(=O)COc1ccc(Br)cc1/C=C\c1[nH]c(=O)[nH]c(=O)c1[N+](=O)[O-],-6,-32,-2,-3.7,-2,7,6,1.1
CSc1ccccc1OCc1cc(C(=O)NCCc2nc(C)cc(C)n2)no1,3,13,2,-0.5,12,14,-1,1.1
COc1ccc(N/C(N)=N/c2nc(CSc3ccc(Cl)cc3)cc(=O)[nH]2)cc1,18,-9,1,2.1,-10,19,0,1.1

# Record cards, from the list above. Values in the order: SENP6 block, PfG6PD inh, GRIN3A LBD mod, MPTP inh, ATG4B inh, SENP8 block, SENP1 FRET inh, hIAP act
# Listed for CC(C)c1ccc(S(=O)(=O)N2CCN(C(C)C(=O)Nc3ccccc3-c3ccccc3)CC2)cc1 (configuration not stated) → -13, -4, -1, 2.2, -8, 8, 0, 0.95
# Listed for CS/C(N)=N/N=C/c1ccc([N+](=O)[O-])cc1 → -10, -9, -1, 0.4, -1, 15, 2, 1.1

# New compounds follow
SMILES,SENP6 block,PfG6PD inh,GRIN3A LBD mod,MPTP inh,ATG4B inh,SENP8 block,SENP1 FRET inh,hIAP act
COc1ccc(/C(O)=C2/C(=O)C(=O)N(CCCC(=O)O)C2c2ccc(OC)cc2)cc1 (configuration not stated),-3,-15,1,1.6,-11,-6,3,1
Cc1ccc(CNC(=O)CCn2cc(-c3ccc(C)cc3)nc2-c2ccncc2)cc1,-5,10,1,0.1,-15,-496,-4,0.83
COC(=O)CC1C(=O)NCCN1C(=O)c1sc2ccccc2c1Cl (configuration not stated),20,-6,-1,2.2,-7,0,-1,1
O=[N+]([O-])c1cccc(CSc2nc3ccccc3[nH]2)c1,-17,52,-6,0.7,12,21,-1,0.96
Cc1ccc(N2CC(C(=O)Nc3ccc(S(=O)(=O)N4CCOCC4)cc3)CC2=O)cc1 (configuration not stated),-22,2,-4,-0.6,-10,10,-1,0.88
CC1CCc2c(sc3nc4n(c(=O)c23)CCS4)C1 (configuration not stated),-4,-2,-3,2.3,-10,9,3,0.97
CCCOc1ccc(N2C(=O)CC(N(CCc3ccc(OC)c(OC)c3)C(=S)Nc3ccccc3)C2=O)cc1 (configuration not stated),-10,23,5,2.3,-7,4,1,1.3
O=C(C1=C[C@H](c2ccccc2)C[C@H](OCCCCO)O1)N1CCN(Cc2ccc3c(c2)OCO3)CC1,-6,-4,1,1.0,0,2,-1,0.77
O=C(NCc1cccs1)C1CCCCC1,-2,-14,0,-1.5,2,26,3,1
Cn1cnnc1SCC(=O)Nc1c(F)cc(F)cc1Br,-7,-5,-1,2.7,-4,14,2,1
CCN(CC)S(=O)(=O)c1ccc(N2CCCCC2)c(NC(=O)/C=C/c2ccc(OC)c(OC)c2)c1,2,6,0,1.4,-9,-124,3,1
COc1cc(Br)cc2cc(C(=O)N3CCCCC3C)c(=O)oc12 (configuration not stated),-20,5,-3,-0.4,8,14,-1,1.4
Cc1cc(C)c(NC(=O)CN2C(=O)NC(CCc3ccccc3)C2=O)c(C)c1 (configuration not stated),14,-28,-1,2.1,12,1,0,1
COC(=O)c1cccc(NC(=O)CN2CCc3ccccc3C2)c1,7,-1,1,-1.7,-5,17,-1,0.9
O=C(c1cc(F)ccc1F)C1CCCN(Cc2cccn2-c2ccccn2)C1 (configuration not stated),3,-11,-1,4.2,6,26,-1,0.89
CCOc1ccc(NC(=O)Nc2cccn(Cc3ccccc3)c2=O)cc1,38,33,-5,-1.1,6,-89,0,0.93
Cn1cc(S(=O)(=O)NCc2ccco2)c(=O)n(C)c1=O,-8,-12,2,0.7,-4,1,2,0.84
Cc1sc(NC(=S)NC(=O)C2CCCCC2)c(C(N)=O)c1C,-6,16,-1,1.3,-6,-57,-4,0.88
O=[N+]([O-])c1cc([N+](=O)[O-])c(Oc2cccc3ccccc23)cc1NN1CCCCC1,/,-7,-1,7.2,0,23,1,/
CCOC(=O)Cn1c(=O)oc2cc(S(=O)(=O)NCCc3ccc(C)cc3)ccc21,-6,3,0,0.6,-2,6,3,0.9
Cc1ccccc1OCC(=O)OCC(=O)NCC1CCCO1 (configuration not stated),-11,10,0,-2.7,-2,-10,6,1
COc1ccc(CN(C)CC2CCCN(CCc3ccccc3C)C2)cc1O (configuration not stated),-3,0,0,1.0,-1,15,0,0.88
O=C(NNC(=O)c1ccc(-n2cncn2)c([N+](=O)[O-])c1)c1ccccc1,-2,2,4,-2.8,-13,20,1,1.1
CC1CCN(C(=O)COC(=O)CCC(=O)c2cccs2)CC1,-6,9,1,1.4,-11,3,0,0.88
CC(=O)Nc1cccc(NS(=O)(=O)c2cn(C)c(=O)n(C)c2=O)c1,0,8,-1,0.0,-11,-2,1,1.1
Cc1cc(NC(=O)CSc2nc3c(c(=O)n2-c2ccc(Br)cc2)SCC3)no1,-6,2,2,0.2,12,17,1,0.92
COc1ccc(/C=C/C(=O)OCn2c(SC)nnc(C)c2=O)cc1OC,-10,-16,0,0.0,7,-304,0,1
CCC1ON(c2ccccc2)C2c3nc4ccccc4n3CC12 (configuration not stated),-19,-6,2,-1.4,-2,3,0,0.93
CON(C)c1nc(C2CCCCC2)c2cc(C)ccc2n1,-15,-14,-1,0.4,8,-87,-1,1.1
CCOC(=O)c1c(C)[nH]c(C(=O)COc2ccc3ccc(=O)oc3c2)c1C,-22,8,4,1.0,-27,-374,-22,1.1
O=C(CC(=O)N/N=C/c1ccc(O)cc1)N/N=C/c1ccc(O)cc1,3,-5,-10,1.0,-6,10,3,1
COC(=O)/C(=N/Nc1cccc(C)c1)N1CCCc2ccccc21,-17,28,3,2.9,-3,6,1,1
C=C(C)COc1ccc(-c2nc(N)ncc2-c2ccccc2OC)c(O)c1,-22,33,-3,2.7,-4,21,-1,0.98
O=C(c1ccccc1)N1CCCCC(S(=O)(=O)c2ccc3ccccc3c2)C1=O (configuration not stated),-4,-1,0,-2.2,1,10,3,0.9

# Screening results as filed in PubChem BioAssay.

# Rows were taken by chance; 6.7% or so of the library scored in one or more.
